M4 ag = agonists of human muscarinic M4 receptor (CHRM4) | P08173 | CHO-K1 hM4/Gqi5, Fluo-8 calcium fluorescence; vehicle 0%, full acetylcholine response 100% | activation, % at 3 µM | 360,000 compounds, 0.14% hits | AID 624127;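 active means activation above the run mean over all test wells plus 3 SD, cut at about 32% in these data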;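 further: peak over basal fluorescence ratio per well then scaled between controls; 0% = DMSO wells and 100% = acetylcholine at EC100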
CRFR2-BP ag = CRF-BP/CRF-R2 complex agonism. HEK293 CRF-R2/CRF-BP, calcium dye fluorescence (FLIPR); percent of saturating CRF peptide response. activation, % at 13.2 µM. 350,000 compounds, 0.46% hits;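 active means activation of at least 50%, plus an integration ratio under a set limit after plate pattern correction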;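 further: plate controls were neutral control wells without compound for no effect and CRF at EC100 for full effect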
CHRM5 PAM = CHRM5 positive allosteric modulation; AID 624038; 360,000 compounds, 0.3% hits; activation, % at 3 µM; CHO-K1 hM5, Fluo-8 calcium, ACh EC20 PAM; 0% = ACh EC20, 100% = ACh EC100;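 active means activation above the run cutoff, the mean activation of all test compounds plus 3 SD, cut at about 18% in these data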
Target sequence (P08912 whole entry, looked up): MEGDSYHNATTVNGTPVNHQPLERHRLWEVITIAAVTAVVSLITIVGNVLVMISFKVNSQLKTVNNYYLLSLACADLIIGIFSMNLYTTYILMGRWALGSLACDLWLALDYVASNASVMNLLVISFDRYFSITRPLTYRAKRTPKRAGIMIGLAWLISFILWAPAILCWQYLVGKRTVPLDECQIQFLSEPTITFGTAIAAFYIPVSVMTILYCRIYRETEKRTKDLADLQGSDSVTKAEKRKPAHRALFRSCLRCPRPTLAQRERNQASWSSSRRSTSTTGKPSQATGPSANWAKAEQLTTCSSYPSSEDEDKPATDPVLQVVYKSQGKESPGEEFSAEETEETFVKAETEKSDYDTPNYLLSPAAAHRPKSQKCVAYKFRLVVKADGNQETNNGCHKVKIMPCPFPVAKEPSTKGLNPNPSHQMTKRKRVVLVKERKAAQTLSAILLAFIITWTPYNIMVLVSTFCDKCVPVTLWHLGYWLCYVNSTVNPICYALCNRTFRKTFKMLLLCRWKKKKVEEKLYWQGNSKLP
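Test system: CHO-K1 hM5 cells / Doses: single-point, 3 µM nominal / Times: Post-acetylcholine fluorescence recording 140 s / Technique: Fluo-8 calcium fluorescence / Measure: Max/basal fluorescence ratio as % of EC20–EC100 ACh window / Benchmarks: low control EC20 acetylcholine (0%), high control EC100 acetylcholine (100%) / Replicates: one well per compound, no replicates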
CHRM5 agonist = agonists of human muscarinic M5 receptor (CHRM5); AID 624037; P08912; 360,000 compounds, 0.19% hits; activation, % at 3 µM; CHO-K1 hM5 cells, Fluo-8 calcium fluorescence; 0% DMSO wells, 100% maximal acetylcholine response;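 active means activation above the run's mean over test compounds plus 3 SD, cut at about 23% in these data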;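 further: signal is peak over basal fluorescence ratio across the kinetic read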
M4 PAM = potentiates acetylcholine response at human M4 receptor. activation, % at 3 µM. CHO-K1 hM4/Gqi5, Fluo-8 calcium fluorescence, ACh EC20; 0% = ACh EC20, 100% = maximal ACh. AID 624126. 360,000 compounds, 0.4% hits. P08173;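 active means activation above its plate's cutoff, the mean activation of sample wells plus 3 SD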; further: some results filed as inactive read as strong as hits
M1 antag = human CHRM1 antagonism; P11229; CHO-K1 hM1, Fluo-8 calcium fluorescence, ACh EC80 antagonist; inhibition, % at 3 µM; 360,000 compounds, 1.3% hits; AID 588852;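 active means percent inhibition above its own plate's cutoff, namely the mean of that plate's compound wells plus 3 SD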;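 further: peak over basal fluorescence ratio during 140 s after agonist addition; 0% = ACh EC80 plus DMSO and 100% = DMSO alone without agonist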
Target sequence (P11229 whole entry, looked up): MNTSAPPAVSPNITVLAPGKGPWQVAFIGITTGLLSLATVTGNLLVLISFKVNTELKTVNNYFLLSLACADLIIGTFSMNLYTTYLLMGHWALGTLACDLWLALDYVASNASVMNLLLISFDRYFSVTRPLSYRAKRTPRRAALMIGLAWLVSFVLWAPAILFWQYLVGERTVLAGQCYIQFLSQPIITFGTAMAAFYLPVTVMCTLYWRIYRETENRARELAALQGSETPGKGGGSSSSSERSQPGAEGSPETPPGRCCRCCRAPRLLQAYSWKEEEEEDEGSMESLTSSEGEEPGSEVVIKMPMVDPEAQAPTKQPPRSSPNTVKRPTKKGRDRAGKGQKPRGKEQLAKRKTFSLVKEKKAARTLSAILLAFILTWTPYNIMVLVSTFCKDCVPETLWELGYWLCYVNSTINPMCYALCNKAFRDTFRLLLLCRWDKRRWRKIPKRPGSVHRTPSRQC
CHRM1 PAM = human CHRM1 positive allosteric modulation. activation, % at 3 µM. P11229. 360,000 compounds, 0.088% hits. CHO-K1 hM1, Fluo-8 calcium fluorescence, ACh EC20; 0% = ACh EC20, 100% = maximal ACh. AID 588819; in the data active means activation above about 19%, passing the limit was not always enough
M5 antag = blocks acetylcholine activation of human M5 receptor. AID 624040. CHO-hM5 cells, Fluo-8 calcium fluorescence, ACh EC80. inhibition, % at 3 µM. 360,000 compounds, 0.59% hits. P08912;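 active means inhibition above a per-plate cutoff, the mean of that plate's test compounds plus 3 SD, cut at about 27% in these data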;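 further: 0% = acetylcholine EC80 with DMSO and 100% = DMSO without agonist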
M4 antag = antagonists of human muscarinic M4 receptor (CHRM4). P08173. CHO-hM4 cells, ACh EC80, Fluo-8 calcium fluorescence. inhibition, % at 3 µM. 360,000 compounds, 0.73% hits. AID 624125;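 active means inhibition above its plate's cutoff, the mean inhibition of sample wells plus 3 SD, cut at about 27% in these data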;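 further: 0% = acetylcholine EC80 with DMSO and 100% = DMSO without agonist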
Starred values were filed as active, the others as inactive.

Start of the listing, in advance (5 entries):
`CCCN(CCC)C(=O)Cn1c2ccccc2c2nc(=O)cc(C)n21` gave M4 ag 0, CRFR2-BP ag 0.3, CHRM5 PAM -3, CHRM5 agonist 1, M4 PAM 1, M1 antag -13, CHRM1 PAM 7, M5 antag -1 and M4 antag -4.
Screening Cc1ccc(C2=NOC(=O)/C2=C\c2ccc(C)o2)cc1 returned M4 ag 1, CRFR2-BP ag 9.6, CHRM5 PAM 4, CHRM5 agonist 2, M4 PAM -10, M1 antag -1, CHRM1 PAM 3, M5 antag 7 and M4 antag -1.
For COc1ccccc1-n1nc(C)cc1N the results were M4 ag 1, CRFR2-BP ag 1.6, CHRM5 PAM 0, CHRM5 agonist 2, M4 PAM -1, M1 antag -5, CHRM1 PAM 9, M5 antag 5 and M4 antag -2.
`CCCN(CC1CC1)c1cc2c(c3c1ccn3C)C1CCC2C1` (stereo not given) gave M4 ag -1, CHRM5 PAM 8, CHRM5 agonist 1, M4 PAM -2, M1 antag 2, CHRM1 PAM 1, M5 antag -7 and M4 antag -1.
`Cc1ccccc1NC(=O)c1ccc(C)c(S(=O)(=O)Nc2cccnc2)c1` gave M4 ag 0, CRFR2-BP ag 1.9, CHRM5 PAM -4, CHRM5 agonist -6, M4 PAM 10, M1 antag -2, CHRM1 PAM 4, M5 antag 9 and M4 antag -9.

The whole of this part (from the top)
`CCCN(CCC)C(=O)Cn1c2ccccc2c2nc(=O)cc(C)n21` gave M4 ag 0, CRFR2-BP ag 0.3, CHRM5 PAM -3, CHRM5 agonist 1, M4 PAM 1, M1 antag -13, CHRM1 PAM 7, M5 antag -1 and M4 antag -4.
Screening Cc1ccc(C2=NOC(=O)/C2=C\c2ccc(C)o2)cc1 returned M4 ag 1, CRFR2-BP ag 9.6, CHRM5 PAM 4, CHRM5 agonist 2, M4 PAM -10, M1 antag -1, CHRM1 PAM 3, M5 antag 7 and M4 antag -1.
For COc1ccccc1-n1nc(C)cc1N the results were M4 ag 1, CRFR2-BP ag 1.6, CHRM5 PAM 0, CHRM5 agonist 2, M4 PAM -1, M1 antag -5, CHRM1 PAM 9, M5 antag 5 and M4 antag -2.
`CCCN(CC1CC1)c1cc2c(c3c1ccn3C)C1CCC2C1` (stereo not given) gave M4 ag -1, CHRM5 PAM 8, CHRM5 agonist 1, M4 PAM -2, M1 antag 2, CHRM1 PAM 1, M5 antag -7 and M4 antag -1.
`Cc1ccccc1NC(=O)c1ccc(C)c(S(=O)(=O)Nc2cccnc2)c1` gave M4 ag 0, CRFR2-BP ag 1.9, CHRM5 PAM -4, CHRM5 agonist -6, M4 PAM 10, M1 antag -2, CHRM1 PAM 4, M5 antag 9 and M4 antag -9.
`O=C(NCCCn1ccnc1)c1ccccc1Br` gave M4 ag 1, CRFR2-BP ag -1.5, CHRM5 PAM -2, CHRM5 agonist -4, M4 PAM 1, M1 antag -10, CHRM1 PAM 5, M5 antag 5 and M4 antag -3.
`O=C(O)c1cccc(NC2=C(n3nnc4ccccc43)C(=O)c3ccccc3C2=O)c1` gave M4 ag 1, CRFR2-BP ag -1.7, CHRM5 PAM -3, CHRM5 agonist 0, M4 PAM -14, M1 antag -7, CHRM1 PAM 5, M5 antag 1 and M4 antag 4.
Screening Cc1ccc(SCCC(=O)Nc2cc(C)on2)cc1 returned M4 ag -1, CRFR2-BP ag -2.1, CHRM5 PAM 2, CHRM5 agonist -2, M4 PAM 1, M1 antag -13, CHRM1 PAM 7, M5 antag 5 and M4 antag 0.
`CCOC(=O)Cc1nnc(NC(=O)CSc2nc3ccccc3[nH]2)s1` gave M4 ag 2, CRFR2-BP ag 0.2, CHRM5 PAM -4, CHRM5 agonist 1, M4 PAM 5, M1 antag -18, CHRM1 PAM 9, M5 antag 7 and M4 antag 9.
For Cc1ccc(C(NC(=O)CN2C(=O)NC3(CCCC3)C2=O)c2ccccc2)cc1 (stereo not given) the results were M4 ag 1, CRFR2-BP ag 0.7, CHRM5 PAM 8, CHRM5 agonist -2, M4 PAM 6, M1 antag 6, CHRM1 PAM -2, M5 antag -3 and M4 antag -8.
`CCOC(=O)c1c(C)[nH]c(/C(C)=N/NC(=O)c2cccnc2)c1C` gave M4 ag 1, CRFR2-BP ag 0.7, CHRM5 PAM -2, CHRM5 agonist 1, M4 PAM -3, M1 antag 1, CHRM1 PAM -1, M5 antag 3 and M4 antag 2.
Cc1cc(S(=O)(=O)n2cnc3cc([N+](=O)[O-])ccc32)ccc1Cl was read as M4 ag 0, CRFR2-BP ag -1.2, CHRM5 PAM 2, CHRM5 agonist 0, M4 PAM 0, M1 antag -5, CHRM1 PAM 7, M5 antag 0 and M4 antag -5.
`COc1ccc(S(=O)(=O)N2CCCCC2)cc1NC(=O)C1CC(=O)N(Cc2ccccc2)C1` (stereo not given) gave M4 ag 1, CRFR2-BP ag 0.1, CHRM5 PAM 3, CHRM5 agonist 0, M4 PAM 5, M1 antag 2, CHRM1 PAM 2, M5 antag -3 and M4 antag -4.
For COc1cccc(/C=C2\Sc3ccc(C(=O)NCc4cccnc4)cc3N(C)C2=O)c1 the results were M4 ag 6, CRFR2-BP ag -0.7, CHRM5 PAM -9, CHRM5 agonist -12, M4 PAM -15, M1 antag 11, CHRM1 PAM -11, M5 antag 10 and M4 antag 0.
`O=C(N/N=C/C1CC=CCC1)c1ccc(O)cc1O` (stereo not given) gave M4 ag 0, CRFR2-BP ag -0.9, CHRM5 PAM -6, CHRM5 agonist -2, M4 PAM 6, M1 antag -12, CHRM1 PAM 11, M5 antag 15 and M4 antag -6.
For O=c1cc(CSc2nnc(C3CC3)n2Cc2ccccc2)nc2sccn12 the results were M4 ag 0, CRFR2-BP ag 27, CHRM5 PAM -5, CHRM5 agonist -9, M4 PAM -9, M1 antag 9, CHRM1 PAM -5, M5 antag 4 and M4 antag -5.
For C=CCC[C@@H](Cc1ccc(F)cc1)C(=O)OC[C@@H](Cc1ccccc1)NC(=O)[C@@H](CC=C)CC(=O)N[C@@H](CO)Cc1ccccc1 the results were M4 ag 0, CRFR2-BP ag 5.9, CHRM5 PAM -6, CHRM5 agonist 4, M4 PAM 5, M1 antag -1, CHRM1 PAM 6, M5 antag 11 and M4 antag 1.
Cc1cc(NC(=O)c2ccc(Cn3nc(C)c(Br)c3C)o2)no1 was read as M4 ag 1, CRFR2-BP ag -0.2, CHRM5 PAM -1, CHRM5 agonist 1, M4 PAM 6, M1 antag 8, CHRM1 PAM -1, M5 antag -1 and M4 antag -3.
`COC(=O)c1ccccc1Oc1ccc(NC(=O)CCCl)cc1` gave M4 ag 1, CRFR2-BP ag -5.7, CHRM5 PAM -5, CHRM5 agonist -3, M4 PAM -2, M1 antag 19, CHRM1 PAM -8, M5 antag 10 and M4 antag 3.
Screening CN(CC1CCCN(CCc2ccccc2F)C1)C(=O)c1ccoc1 (stereo not given) returned M4 ag 0, CRFR2-BP ag -0.4, CHRM5 PAM 0, CHRM5 agonist -9, M4 PAM -6, M1 antag -3, CHRM1 PAM 4, M5 antag -1 and M4 antag -18.
Screening COc1ccc(Br)cc1/C=N/n1c(C)nnc1C returned M4 ag 1, CRFR2-BP ag -1.9, CHRM5 PAM 8, CHRM5 agonist 3, M4 PAM 6, M1 antag 0, CHRM1 PAM 3, M5 antag -5 and M4 antag -5.
CCCN1C(=O)/C(=C/c2ccc(N3CCOCC3)cc2)NC1=S was read as M4 ag 23, CRFR2-BP ag 171*, CHRM5 PAM -14, CHRM5 agonist 15, M4 PAM -9, M1 antag 26, CHRM1 PAM -9, M5 antag 19 and M4 antag 11.
O=C(NCC1CCCO1)c1cc2c(s1)CCCC2 (stereo not given) was read as M4 ag 0, CRFR2-BP ag 0.6, CHRM5 PAM -1, CHRM5 agonist 0, M4 PAM 6, M1 antag -10, CHRM1 PAM 12, M5 antag 2 and M4 antag -6.
For CCn1cc(CN2CCCC(C(=O)Nc3cccc(-c4cc5ccccc5[nH]4)c3)C2)c(C)n1 (stereo not given) the results were M4 ag 17, CRFR2-BP ag 2.0, CHRM5 PAM 2, CHRM5 agonist -6, M4 PAM 2, M1 antag -1, CHRM1 PAM 5, M5 antag -7 and M4 antag -4.
`Cc1cc(C)cc(NC(=O)CCC(=O)N2CCSc3ccccc32)c1` gave M4 ag 8, CRFR2-BP ag -2.9, CHRM5 PAM -7, CHRM5 agonist 1, M4 PAM -4, M1 antag -5, CHRM1 PAM -1, M5 antag 4 and M4 antag -1.
O=C(NC12CC3CC(CC(C3)C1)C2)N1CCCC(CO)C1 (stereo not given) was read as M4 ag 0, CRFR2-BP ag -0.4, CHRM5 PAM 2, CHRM5 agonist -1, M4 PAM 4, M1 antag -28, CHRM1 PAM 7, M5 antag -7 and M4 antag 3.
`COc1ccccc1N1CCN(/N=C\c2sccc2C)CC1` gave M4 ag 4, CRFR2-BP ag 1.6, CHRM5 PAM -8, CHRM5 agonist 7, M4 PAM -1, M1 antag 5, CHRM1 PAM 4, M5 antag 12 and M4 antag 8.
Cc1ccc(NC(=O)CSc2nnc(CCC(=O)O)c(=O)[nH]2)cc1 was read as M4 ag 1, CRFR2-BP ag 2.3, CHRM5 PAM -1, CHRM5 agonist -1, M4 PAM -3, M1 antag -22, CHRM1 PAM 16, M5 antag 3 and M4 antag -10.
For O=C(C[n+]1ccc(C(=O)c2ccccc2)cc1)Nc1ccc(C(F)(F)F)cc1 the results were M4 ag 0, CRFR2-BP ag -0.4, CHRM5 PAM 6, CHRM5 agonist -9, M4 PAM -6, M1 antag 3, CHRM1 PAM -20, M5 antag -21 and M4 antag -5.
For O=C(CNC(=O)c1ccc(Br)cc1)Nc1ccc2c(c1)CCC2 the results were M4 ag 1, CRFR2-BP ag -0.9, CHRM5 PAM 8, CHRM5 agonist 0, M4 PAM 7, M1 antag 8, CHRM1 PAM 1, M5 antag -1 and M4 antag -9.
`Oc1ccc(-c2csc(Nc3ccccn3)n2)cc1` gave M4 ag -2, CRFR2-BP ag -1.0, CHRM5 PAM 7, CHRM5 agonist 1, M4 PAM 0, M1 antag -11, CHRM1 PAM 3, M5 antag 1 and M4 antag 2.
Screening Cc1cccc(C)c1NC(=O)CN(C)C(=O)CC1CC2CCC1C2 (stereo not given) returned M4 ag 1, CRFR2-BP ag -0.3, CHRM5 PAM 4, CHRM5 agonist -1, M4 PAM 6, M1 antag 5, CHRM1 PAM -1, M5 antag 9 and M4 antag -10.
Cc1ccnc2ccc(SC(F)(F)F)cc12 was read as M4 ag 1, CRFR2-BP ag -2.0, CHRM5 PAM -3, CHRM5 agonist -3, M4 PAM -1, M1 antag -3, CHRM1 PAM 10, M5 antag 9 and M4 antag -2.

Compound activity (PubChem BioAssay)
